Assay outcomes: PubChem, The Scripps Research Institute Molecular Screening Center
GPR151 ag: activates the human receptor GPR151; 1% of 650,000 active; PathHunter beta-arrestin GPR151 cells, luminescence; activation, % at 11.2 µM; AID 1508602; in the data active = activation above about 4.9%;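 note: 0% = median of compound wells and 100% = cells with positive control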
Target sequence (Q8TDV0 whole entry, looked up): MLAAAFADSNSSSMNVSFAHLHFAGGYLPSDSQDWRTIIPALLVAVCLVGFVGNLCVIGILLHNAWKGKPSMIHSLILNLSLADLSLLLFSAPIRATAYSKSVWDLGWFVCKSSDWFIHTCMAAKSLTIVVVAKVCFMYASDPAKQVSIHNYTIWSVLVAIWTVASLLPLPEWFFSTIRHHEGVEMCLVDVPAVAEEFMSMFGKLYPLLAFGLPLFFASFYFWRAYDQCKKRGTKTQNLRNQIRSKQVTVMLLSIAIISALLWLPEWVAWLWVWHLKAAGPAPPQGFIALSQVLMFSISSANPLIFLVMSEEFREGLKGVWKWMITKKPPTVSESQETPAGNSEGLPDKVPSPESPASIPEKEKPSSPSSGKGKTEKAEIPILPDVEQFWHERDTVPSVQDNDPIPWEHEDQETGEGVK
TEAD-YAP block: TEAD-YAP interaction inhibition; HEK-TIYL cells, TEAD-Gal4/YAP UAS-luciferase luminescence; inhibition, % at 9.12 µM; 1.4% of 640,000 active; AID 1259422; in the data active = inhibition above about 32%;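 note: 0% = median of test compound wells and 100% = reference inhibitor wells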
FBW7 act: activators of human E3 ligase FBW7; normalized activity (activation), % at 26.1 µM; Q969H0; 0.13% of 650,000 active; AlphaScreen FBW7–phospho-cyclin E peptide binding, activator screen; in the data active = normalized activity above about 1.9%;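 note: purified mutant Fbw7 with reduced substrate affinity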
Target sequence (Q969H0 whole entry, looked up): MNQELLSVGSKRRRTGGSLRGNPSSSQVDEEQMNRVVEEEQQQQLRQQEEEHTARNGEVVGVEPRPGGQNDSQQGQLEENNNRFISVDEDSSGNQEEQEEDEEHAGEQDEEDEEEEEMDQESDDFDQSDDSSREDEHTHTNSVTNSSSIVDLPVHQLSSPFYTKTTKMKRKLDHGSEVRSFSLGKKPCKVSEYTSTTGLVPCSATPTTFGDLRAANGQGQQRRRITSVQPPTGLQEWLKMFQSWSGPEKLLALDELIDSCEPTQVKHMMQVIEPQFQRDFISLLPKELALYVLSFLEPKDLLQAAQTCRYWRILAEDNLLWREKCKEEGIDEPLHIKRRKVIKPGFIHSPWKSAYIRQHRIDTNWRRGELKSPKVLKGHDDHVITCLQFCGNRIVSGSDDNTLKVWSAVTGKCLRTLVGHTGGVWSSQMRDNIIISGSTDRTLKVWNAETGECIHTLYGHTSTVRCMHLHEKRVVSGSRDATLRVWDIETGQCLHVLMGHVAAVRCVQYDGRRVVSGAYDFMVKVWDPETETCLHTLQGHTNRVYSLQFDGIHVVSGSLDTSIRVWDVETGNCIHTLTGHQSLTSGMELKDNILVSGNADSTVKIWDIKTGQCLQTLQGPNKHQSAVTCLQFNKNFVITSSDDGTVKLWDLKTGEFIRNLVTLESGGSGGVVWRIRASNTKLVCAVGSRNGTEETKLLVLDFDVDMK
MITF inh: human MITF inhibition, primary screen; O75030; AlphaScreen MITF homodimerization, bead proximity signal; inhibition, % at 2.6 µM; 0.91% of 650,000 active; AID 1259374; in the data active = inhibition above about 50%;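 note: 0% = vehicle wells with protein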
* marks the source's active call; other numbers are inactive results. Random draw from the library; any-hit rate near 3.5%.

Every second line gives: GPR151 ag, TEAD-YAP block, FBW7 act, MITF inh
Cc1ccc(C)c(NC(=O)CN(C)S(=O)(=O)c2ccc(Br)cc2)c1
  0.3, 6.5, 0.1, -4.9
CCOC(=O)C1=C(CN2CCc3ccccc32)NC(=O)NC1c1ccc(C)cc1 (stereo unspecified)
  -0.6, 1.0, 0.4, 6.8
O=C1/C(=C/c2ccc([N+](=O)[O-])cc2)NC(=S)N1c1ccccc1
  -1.1, 9.4, -0.1, 18.8
Cc1ccc(CN2CCN(Cc3ccc(C)o3)C(CCO)C2)o1 (stereo unspecified)
  -0.1, 4.0, 0.0, 1.5
CCCn1c(SCC(=O)NC2CCCCC2)nnc1-c1cccnc1
  -0.9, 1.1, -0.1, 10.9
Cc1ccc(CNS(=O)(=O)c2ccc(F)c(C(=O)Nc3ccc(Br)cc3)c2)cc1
  0.4, -4.6, 0.0, -1.9
O=C(CN1C(=O)C2C3C=CC(C4CC34)C2C1=O)Nc1ccc(Br)cc1Cl (stereo unspecified)
  0.9, -10.8, -0.1, -28.7
c1ccc2c(NCCCNc3ncnc4ccccc34)ncnc2c1
  -1.0, -23.0, 0.0, -17.1
N#C/C(=C\c1ccc[nH]1)C(=O)NCc1cccs1
  -0.5, -36.8, -0.5, -0.8
CC(NC(N)=O)C(=O)OCCOc1ccc(Br)cc1 (stereo unspecified)
  0.5, 1.2, 0.7, 12.9
O=C(N1CCN(c2ccc(-c3ccccn3)nn2)CC1)C1(c2cccs2)CCCC1
  -0.8, -7.2, -0.6, 3.3
COC(=O)c1cc2c(s1)CN(Cc1ccc(F)cc1)C2
  -1.3, 2.8, 0.5, -8.8
COc1ccc(OC)c(/C=N/NC(=O)c2cc[n+](CC(=O)c3ccccc3)cc2)c1
  2.1, -0.2, 0.3, 4.7
Cc1sc2nc(C3CCCN(C(=O)C(C)(C)C)C3)[nH]c(=O)c2c1C (stereo unspecified)
  0.0, 91.6*, 0.0, -0.1
CC(C)c1nnc(SCC(=O)c2ccc(Cl)cc2)n1C
  -1.8, -15.1, 0.2, 12.5

Every second line gives: GPR151 ag, TEAD-YAP block, FBW7 act, MITF inh
COc1ccc(CN2CCN(Cc3ccc(CO)o3)CC2CCO)c(C)c1C (stereo unspecified)
  0.8, -8.2, 0.0, -3.3
Cc1ccc(/C=c2/sc3nc4ccccc4n3c2=O)cc1
  -0.7, 72.9*, -0.1, -5.2
O=C(c1ccc2c(=O)n(CCC3=CCCCC3)c(=S)[nH]c2c1)N1CCc2ccccc2C1
  -0.2, 0.7, -0.2, -2.3
COc1cccc(OCC(O)CN2CCN(c3ccccc3OC)CC2)c1 (stereo unspecified)
  0.2, -2.6, -0.1, -0.9
CCN(C(=O)CCc1nc(-c2ccc(OC)cc2)no1)c1ccc(F)cc1
  1.5, 12.0, 0.0, 1.1
O=C(NCc1ccccc1)C(c1ccncc1)N(Cc1ccccc1)C(=O)c1ccccn1 (stereo unspecified)
  -0.2, -10.7, 0.2, 17.4
CCC(C)NC(=O)c1cn(-c2ccc(OC)cc2)c(=O)c2ccccc12 (stereo unspecified)
  1.6, 0.3, 0.3, 16.1
CC(C)N(C(=O)Cn1cnc2cc([N+](=O)[O-])ccc2c1=O)C(C)C
  0.0, -1.8, 0.0, 3.8
COc1ccc(-c2ccc(S(=O)(=O)N3CCOCC3)cc2)cc1
  -0.4, -0.8, 0.0, 10.7
Cc1nn(-c2ccccc2)c2sc(C(=O)Nc3c(C)n(C)n(-c4ccccc4)c3=O)cc12
  -1.0, 8.4, 0.3, 7.3
C=CCOC(=O)C1=C(C)NC(=S)NC1c1cccs1 (stereo unspecified)
  -0.9, 12.4, -0.1, -1.1
C=CCCC(=O)NCc1cc(NS(=O)(=O)c2ccccc2Cl)cc(C(=O)OC)c1
  -0.1, 2.7, 0.8, 1.4
CCCCN(C)S(=O)(=O)c1ccc(C(=O)Nc2sc3c(c2C(=O)OC)CCN(C(C)=O)C3)cc1
  -1.4, 13.3, 0.1, 13.4
CCOc1cccc(C2CC(c3ccc(Cl)cc3)=NC(c3ccc(C)cc3C)N2)c1O (stereo unspecified)
  0.4, 3.4, -0.1, -3.2
CCC(NC(=O)Nc1ccccc1Br)(C(F)(F)F)C(F)(F)F
  0.3, 3.5, 0.2, 2.7

Given with tabs: part of the list above
Molecule	GPR151 ag	TEAD-YAP block	FBW7 act	MITF inh
Cc1ccc(/C=c2/sc3nc4ccccc4n3c2=O)cc1	-0.7	72.9*	-0.1	-5.2
O=C(c1ccc2c(=O)n(CCC3=CCCCC3)c(=S)[nH]c2c1)N1CCc2ccccc2C1	-0.2	0.7	-0.2	-2.3
COc1cccc(OCC(O)CN2CCN(c3ccccc3OC)CC2)c1 (stereo unspecified)	0.2	-2.6	-0.1	-0.9

(more compounds)
Every second line gives: GPR151 ag, TEAD-YAP block, FBW7 act, MITF inh
COc1cccc(Oc2cc(Cl)nc(N)n2)c1
  -0.4, -8.7, 0.1, 2.1
O=C(c1ccco1)N1CCCC(c2nc3sc4c(c3c(=O)[nH]2)CCCC4)C1 (stereo unspecified)
  -0.3, -54.8, 0.2, 13.6
CC1(C)CC(=O)C2(CC3=C(CC(C)(C)CC3=O)O2)C(=O)C1
  -0.3, 5.0, 0.1, 5.8
Cc1nc(SC(C)C(=O)Nc2nc3ccc(Cl)cc3s2)n[nH]1 (stereo unspecified)
  -0.3, -3.1, 0.0, 1.9
CCOc1ccccc1N/C(SCc1cccc([N+](=O)[O-])c1)=C(/C#N)C(=O)NCCc1ccc(OC)c(OC)c1
  1.5, -10.8, -0.3, -0.6
Nc1nccc(-c2cnc3nc(C4COc5ccc(C(=O)NCCc6cnc[nH]6)cc5C4)[nH]c3c2)n1 (stereo unspecified)
  -0.6, -0.6, 0.1, 8.4
CCOC(=O)C1=CN(c2cc(C)ccc2C)C=C(C(=O)OCC)C1c1cc(OC)c(OC)cc1OC
  0.7, -0.8, 0.1, 12.4
C/C(=N\N=C(/C)c1ccccc1O)c1ccccc1O
  0.9, -11.5, 0.3, -6.5
CSc1nc(-c2ccccc2)cn1-c1ccc(F)cc1
  4.1, -72.2, -0.1, 9.5
CC1CN(CCC(=O)NCC(c2cccnc2)N2CCCCC2)Cc2ccccc2O1 (stereo unspecified)
  0.8, -3.7, 0.7, 16.7
CC(=O)Nc1nc(SCC(C)C)n[nH]1
  -0.6, -17.4, 0.4, 1.4
O=C(N/N=C/c1ccc(F)cc1)c1cc(O)c(O)c(O)c1
  1.1, 0.7, -0.2, 24.6
CCCNc1nc(Nc2ccc(-n3ccnc3)cc2)nc2nc[nH]c12
  0.8, -12.9, -0.1, 10.4
COc1cc(/C=N/NC(=O)CNC(=O)c2cccc(F)c2)ccc1OC(C)=O
  1.1, 12.9, 0.3, 8.7
CC(Cc1nc2ccccc2s1)(C(=O)O)c1ccccc1 (stereo unspecified)
  -0.3, 9.8, 0.1, 2.3

Every second line gives: GPR151 ag, TEAD-YAP block, FBW7 act, MITF inh
O=C(CSc1nnc(CNC(=O)c2ccco2)n1-c1ccc(F)cc1)Nc1nc2ccccc2s1
  -0.2, -6.7, 0.1, 5.9
O=C(NCC1CCCO1)c1nn(-c2ccc(F)cc2)cc1OCc1ccc(F)cc1 (stereo unspecified)
  0.1, 18.5, 0.1, 16.4
c1ccc2sc(SCc3cn4ccsc4n3)nc2c1
  0.1, -63.7, -0.1, -31.0
CCc1ccc(CNC(=O)COc2ccc(N(C)Cc3ccc(F)cc3)nn2)nc1
  1.6, -6.9, 0.0, 6.7
Cc1cc(C)cc(NC(=O)N2CCN(c3cnccn3)CC2)c1
  -0.4, 3.2, -0.5, -4.7
COC(=O)c1ccc(Br)c(S(=O)(=O)N2CCCCC2)c1
  -0.9, 7.3, 1.9*, 13.4
CCC(=O)Nc1cc(CNC(=O)C2Cc3ccccc3O2)cc(C(=O)OC)c1 (stereo unspecified)
  -0.3, 1.4, 0.0, 17.4
Cc1cc(NC(=O)c2ccc3c(c2)C(=O)N(C)C3=O)no1
  -2.0, -8.6, 0.2, 2.9
c1ccc(C2CN(C3CCSCC3)Cc3ccccc3O2)cc1 (stereo unspecified)
  -0.4, 4.7, 0.0, 0.6
CCOC(=O)c1sc(NC(=O)CSc2nccc(=O)[nH]2)nc1C
  0.5, 5.9, -0.1, -0.2
Cn1c(=O)n(Cc2cccc(F)c2)c(=O)c2c1ncn2Cc1ccccc1
  0.3, -13.2, -0.2, 8.4
CCOc1ccccc1NC(=O)CSc1nc2n[nH]c(C)c2c(=N)n1-c1ccc(CC)cc1
  -0.3, 3.5, 0.0, -3.0
Cc1[nH]nc(SCC(=O)NCCc2ccccc2)c1[N+](=O)[O-]
  0.6, 0.2, 0.1, 9.8
Cc1c(C(=O)NC2CCCCC2)sc2ncn(CC(=O)Nc3cccc(C(F)(F)F)c3)c(=O)c12
  1.3, -7.3, -0.2, 15.2
CCCCCCn1c(-c2cccc([N+](=O)[O-])c2)nc(=S)c2c1CCCC2
  0.0, 2.2, 0.1, 14.0

Every second line gives: GPR151 ag, TEAD-YAP block, FBW7 act, MITF inh
O=C(Cn1cnc([N+](=O)[O-])n1)Nc1cccc(Cl)c1Cl
  -0.9, 13.4, 0.0, 6.4
Cc1ccc2nsnc2c1NC(=O)c1cccc2ccccc12
  0.0, 3.2, -0.1, 3.5
Cc1ccccc1-c1cnnc(NCC2COCCO2)n1 (stereo unspecified)
  7.4*, -1.3, 0.0, 2.5
CCOC(=O)C(=CNc1sc(C(=O)OCC)c(C)c1C(=O)OCC)C(=O)OCC
  0.2, -1.7, 0.0, 0.6
Cc1ccc(NC(=O)Cn2ccn(Cc3ccccc3)c(=O)c2=O)cc1
  1.3, 0.0, -0.1, -0.4
CCN(CC)c1ccc(/C=N/NC(=S)NCCOC)cc1
  1.4, -9.5, 0.0, 2.8
Cc1ccccc1C(=O)Nc1cccc(NC(=O)Cn2cnc3c(=O)n(C)c(=O)n(C)c32)c1
  -1.2, -27.8, -0.1, -13.4
O=c1[nH]c2ncc(-c3cccc4ccccc34)nc2n1CCCN1CCOCC1
  1.1, 4.4, -0.7, -10.6
Cc1ccc(CNC(=O)c2cnn3c(C)c4c(nc23)CCCC4)cc1
  -1.0, -13.4, 0.8, -0.8
CN(C1CCCCC1)S(=O)(=O)c1ccc(C(=O)Nc2nnc(-c3ccco3)o2)cc1
  -1.6, 8.2, -0.2, -4.5
Cc1ccc(NC(=O)Cn2cnc3sc(C)c(C)c3c2=O)c(Br)c1
  -0.1, -16.4, 0.0, 10.3
COC(=O)CN(C)C(=O)CC1(c2ccccc2F)CC(=O)N(C2CCCCC2)C1=O (stereo unspecified)
  0.3, 4.9, 0.0, 3.6
COC(=O)c1cc(OC)c(OC)c(OC)c1-n1c(C)ccc1C
  -0.7, 3.1, -0.1, 9.0
CCCc1nn(CC(=O)O)c(=O)c2cc3ccsc3n12
  0.8, -6.0, 0.0, -6.4
O=C(Nc1cc(Cl)cc(Cl)c1)c1cc2ccccc2o1
  -1.1, -3.5, 0.0, 1.4

Every second line gives: GPR151 ag, TEAD-YAP block, FBW7 act, MITF inh
Cc1nonc1CN(C)C(=O)C1CC12CCN(C(=O)c1ccc3ccccc3c1)CC2 (stereo unspecified)
  -0.5, 10.3, 0.1, -3.9
Cc1cc2ncn(S(=O)(=O)c3ccccc3)c2cc1C
  -1.3, 4.1, 0.6, 12.4
Cc1ccc(NC(=O)Cc2nnc(NC(=O)Nc3ccc(Cl)cc3)s2)cc1
  -0.7, 5.3, 0.3, 12.6
CC(C)(C)n1nc2c(c1NC(=O)c1ccc([N+](=O)[O-])cc1)CS(=O)(=O)C2
  0.0, -44.2, -0.2, 6.8
Cc1cc(C)n(-c2cc(N3CCN(C(=O)c4ccccc4C)CC3)ccc2[N+](=O)[O-])n1
  0.8, 1.7, -0.1, -216.3
COc1ccc(Br)cc1C(=O)Nc1cccc(-c2nc3ccccc3o2)c1
  -0.4, 2.1, 1.7, 12.9
CCOC(=O)CNc1sc2c(c1C(=O)OCC)CCCC2
  2.7, -7.4, -0.1, -20.2
COc1ccc(N=Cc2cc3c(cc2[N+](=O)[O-])OCO3)cc1OC
  1.0, 0.8, -0.1, 14.6
CN(CC(=O)NC1CCCCC1)S(=O)(=O)c1ccc(Br)s1
  1.4, -30.2, 0.4, 4.8
Cc1ccnc(NC(=O)CCC(=O)N(CC(=O)NC2CCCCC2)CC2CCCO2)c1 (stereo unspecified)
  3.4, -10.6, 0.1, 9.9
Cc1c(C(=O)O)oc2ccc(S(=O)(=O)N3CCN(c4ccc(F)cc4)CC3)cc12
  -0.6, 8.4, 0.2, 9.9
CCCCOc1ccccc1NC(=O)c1scc2c1CCCC2
  -0.8, 10.8, 0.1, 11.9
O=C1OC(c2cccc(F)c2)=N/C1=C\c1ccccc1
  -7.0, 35.8*, -0.2, -2.9
Cc1cc(NS(=O)(=O)c2ccc(NC(=S)NC3CCCCC3)cc2)nc(C)n1
  -0.6, 0.7, 0.4, 6.2
CN1CCN(c2ccc3nnc(CCC(=O)NCCCN4CCCC4)n3n2)CC1
  -4.1, -2.4, -0.2, -6.1

Every second line gives: GPR151 ag, TEAD-YAP block, FBW7 act, MITF inh
COc1ccc(CCNc2nc(Nc3ccncc3)nc3c2ncn3-c2ccccc2)cc1
  -1.0, 16.2, 0.5, 16.7
NC(=O)c1c(NC(=O)CCCOc2ccc(Cl)cc2)sc2c1CCCC2
  -1.0, 12.2, -0.1, 3.9
CCn1c(C)nc2c(Cl)c(O)ccc21
  0.5, 3.8, 0.5, -2.2
CCOc1ccccc1-n1c(SCC(=O)N2CCCC(C)C2)nnc1-c1cccnc1 (stereo unspecified)
  -0.2, -3.5, 0.0, 1.8
COc1ccc(NC(=O)Nc2cc(C)ccn2)c(OC)c1
  -1.5, -35.2, 0.0, -9.6
COc1ccc(-c2nc(NCCOc3ccccc3)c3ncn(CCN4CCCC4=O)c3n2)cn1
  1.6, 20.8, 0.0, 3.1
CNc1ncnc2sc(C(=O)N3CC4CCC3C4)c(C)c12 (stereo unspecified)
  -1.1, -2.5, -0.1, 14.9
